# Screening results as filed in PubChem.
# TCR act: activators of T cell receptors. primary human leukocytes, anti-CD3, IL-2 HTRF, 48 h. Potency, µM (highest dose often 9.22 µM), for the others: top-dose activation of IL-2 secretion, hits mostly activators. 330,000 tested, under 10 active; also: % of control where 0% means no effect
#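 48 hr co-incubation of compounds, a-CD3 beads and primary human leukocytes; IL-2 quantified homogeneously by HTRF with anti-IL-2 K and d2 conjugates.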
# Integrin act MD: activates integrin-mediated alleviation for muscular dystrophy. AID 624291. 350,000 compounds, 0.064% hits. Potency, µM (series often up to 38.3 µM), for inactives: at the highest dose activation, most hits filed as activators. alpha7betagal myoblasts, beta-gal FDG fluorescence, 48 h;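 also: potency is read from the fitted curve at half-maximal effect; 100% = response of the positive control SU9516; nearly all actives have a fitted effect of over 60% in size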
#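 Alpha7betagal+/- myoblasts (passage 13) were plated 16-24 hr, then exposed to compounds (1:260 dilution of DMSO stock) for 48 hours at 37C. After MPER lysis, β-galactosidase reporter activity was read as FDG fluorescence (ex 480/em 540) after 30 minutes.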
# CXXC DNA block: blocks binding of human MLL CXXC domain to DNA. Potency, µM (highest dose often 115 µM), without a hit: at the top dose activity change, negative = inhibition, actives largely listed as inhibitors. MLL-CXXC / FITC-HOXA9 DNA fluorescence polarization. AID 2662. 290,000 compounds, 0.037% hits. Q03164; active = well fitted inhibition curve with a large enough effect in the polarisation, with a control signal flat, not every such curve was filed as active; inconclusive = small, poorly fitted or top-dose-only effect, or effect the other way, or a change in a side signal; inactive = no such curve, though single readings can be large or run the other way; the % refers to the polarisation; also: potency is read from the fitted curve at half-maximal effect
#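 Purified MLL-CXXC (added from a 7 uM solution) was preincubated 5 min at ambient with pinned compounds in 50 mM Tris-HCl pH 7.5, 50 mM NaCl, 1 mM DTT, 0.05% BSA. Fluorescein-labeled HOX-A9 DNA (50 nM solution) followed, 30 min, then polarization read.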
# A-T KAP1 phos: potential ataxia-telangiectasia treatments restoring KAP-1 phosphorylation. […] A-T fibroblasts, KAP-1 phosphorylation AlphaLISA; neocarzinostatin DNA damage 30 min before lysis. Potency, µM (top dose mostly 57.5 µM), inactives show top-dose activation, hits mostly activators. 320,000 compounds, 0.19% hits; also: potency is read from the fitted curve at half-maximal effect; % of control where 0% means no effect; nearly all actives have a fitted effect of over 45% in size
#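 ATM-like activity read as KAP-1 phosphorylation via AlphaLISA donor/acceptor antibody pairs after lysis and 6 hr at 25C. Cells were ATM-null patient fibroblasts ([…], hTERT), dosed 60 min, then exposed to the DSB inducer NCS for 30 min.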
# ELG1 repair inh: blocks ELG1-dependent DNA repair in HEK293T cells | HEK293T ELG1-luciferase reporter, luminescence, 16 h; DNA damage induced by 5-fluorouridine | 330,000 compounds, 2.3% hits | Potency, µM (doses to about 46.1 µM), for the others: at the highest dose activity change, negative = inhibition, actives largely listed as inhibitors; also: potency is read from the fitted curve at half-maximal effect; % is scaled to controls: 0 for no effect and ±100 for the full control effect; nearly all actives have a fitted effect of over 55% in size
#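 5-Fluorouridine DNA damage + compound/DMSO, 2,000 cells/well, 16 h, 37 °C/5% CO2. ONE-Glo, 30 min RT, luminescence. Readout = decrease in reporter signal.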
# TRPV1 ag: activates the human vanilloid receptor TRPV1; Q8NER1; TRPV1-expressing cells, Fluo-8 calcium influx, agonist mode; activation, % at 8.33 µM; 320,000 compounds, 0.19% hits; AID 540275; in the data active = activation above about 80%; inconclusive = between about 30% and that limit; also: 0% is about no effect
#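 Fluo-8 calcium influx in TRPV1-expressing cells, kinetic read (ex 480/em 520 nm). Compound added and read 3 min for agonist activity, followed by capsaicin at EC20 final and 2 min further read for enhancement.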
# B2AR arrestin: agonists driving beta-arrestin recruitment to human beta2-adrenergic receptor; 330,000 compounds, 0.02% hits; Potency, µM (top dose mostly 46.1 µM), inactives show at the top dose activation, actives largely listed as activators; beta-arrestin recruitment to beta2AR, cell-based reporter; P07550;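 also: potency is read from the fitted curve at half-maximal effect; 0% = DMSO controls and full agonism = EC100 isoproterenol or metaproterenol; nearly all actives have a fitted effect of over 65% in size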
# Target sequence (P07550 whole entry, looked up): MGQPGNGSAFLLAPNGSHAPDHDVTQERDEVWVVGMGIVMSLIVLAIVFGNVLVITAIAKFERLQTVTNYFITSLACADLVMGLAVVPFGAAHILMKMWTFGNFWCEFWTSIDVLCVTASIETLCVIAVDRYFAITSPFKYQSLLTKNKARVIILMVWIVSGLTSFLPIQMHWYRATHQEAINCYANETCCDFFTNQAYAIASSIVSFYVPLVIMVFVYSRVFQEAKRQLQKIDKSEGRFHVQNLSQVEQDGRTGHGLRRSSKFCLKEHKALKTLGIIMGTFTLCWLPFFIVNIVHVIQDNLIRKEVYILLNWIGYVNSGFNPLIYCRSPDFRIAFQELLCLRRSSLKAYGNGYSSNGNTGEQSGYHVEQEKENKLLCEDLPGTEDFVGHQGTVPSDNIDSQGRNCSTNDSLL
# BRCA1 expr up: increases BRCA1 expression; MCF7-BRCA1-FFLuc reporter, luminescence, 48 h; response scale: scaled: vehicle 0%, 10 µM genistein 100%; Potency, µM (top dose mostly 46.1 µM), for inactives: at the top dose activation, actives largely listed as activators; 380,000 compounds, 1.1% hits; AID 624202; also: potency is read from the fitted curve at half-maximal effect; nearly all actives have a fitted effect of over 80% in size; some results filed as inactive show a strong effect at the top dose
#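 Activators of BRCA1 expression were detected as increased firefly luciferase luminescence in engineered MCF7 cells after 48 h compound incubation. Signals were scaled to genistein 10 microM as full activation.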
# TSG101-PTAP inh: blocks PTAP/TSG101 interaction to inhibit HIV-1 budding | Q99816 | Fluorescence polarization, FITC-PTAP peptide / Tsg101 binding | Potency, µM (doses to about 115 µM), without a hit: at the highest dose activity change, negative = inhibition, most hits filed as inhibitors | 340,000 tested, under 10 active; active = well fitted inhibition curve with a large enough effect in the main read-out, with a control signal flat, not every such curve was filed as active; inconclusive = small, poorly fitted or top-dose-only effect, or effect the other way, or a change in a side signal; inactive = no such curve, though single readings can be large or run the other way; also: potency is read from the fitted curve at half-maximal effect; % of control where 0% means no effect
# Target sequence (Q99816 whole entry, looked up): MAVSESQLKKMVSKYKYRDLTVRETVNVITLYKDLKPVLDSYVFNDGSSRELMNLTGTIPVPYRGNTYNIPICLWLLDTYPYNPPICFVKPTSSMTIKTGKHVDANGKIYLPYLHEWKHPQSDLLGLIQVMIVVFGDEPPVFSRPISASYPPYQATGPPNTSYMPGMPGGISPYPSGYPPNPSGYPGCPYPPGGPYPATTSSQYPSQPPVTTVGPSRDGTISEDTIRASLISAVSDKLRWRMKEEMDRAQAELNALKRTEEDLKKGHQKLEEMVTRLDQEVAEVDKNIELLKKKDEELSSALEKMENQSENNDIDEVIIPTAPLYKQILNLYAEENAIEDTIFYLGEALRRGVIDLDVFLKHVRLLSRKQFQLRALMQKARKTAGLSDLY
#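 Tsg101 binding domain (10 uM final) was mixed with compound and a FITC-labeled PTAP peptide (50 nM final) in HEPES pH 7.5 buffer with NaCl, Tween 20, EDTA and TCEP; fluorescence polarization was read after 20 min at r.t.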
# p53 reactivator: mutant p53 re-activation in reporter cells; 320,000 compounds, 0.063% hits; AID 504706; Potency, µM (doses to about 92.2 µM), without a hit: top-dose activity change, positive = activation, actives largely listed as activators; H1299 p53-A138V BP100-luciferase reporter, luminescence, 24 h; also: potency is read from the fitted curve at half-maximal effect; % of control where 0% means no effect; nearly all actives have a fitted effect of over 45% in size
#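 p53-null H1299 cells stably carrying temperature-sensitive p53-A138V and a BP100-luciferase reporter were pinned with compounds (4-point, 1:5 series) and held 24 hrs at 37 deg C. Luminescence was read 10 min after detection reagent.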
# * hit, by the source's call; ? = inconclusive; . = not tested or not shown; & = joins results of further samples; [ ] = remark or other dose. Unless noted, calls follow the shape of the dose curve; as a rule, active = well fitted curve in the direction sought with a large enough effect; inconclusive = small, poorly fitted or top-dose-only effect, or another doubt; inactive = no such curve, though single readings can be large; an effect the other way counts as inactive or inconclusive.
# Values run as follows: TCR act	Integrin act MD	CXXC DNA block	A-T KAP1 phos	ELG1 repair inh	TRPV1 ag	B2AR arrestin	BRCA1 expr up	TSG101-PTAP inh	p53 reactivator
> CCC(CC)c1nnc(NC(=O)c2c(-c3ccccc3)noc2C)s1
→ -4%	-10%	3%	1%	-9%	.	0.3%	-15%	-3%	-4%
> CCNC(=O)CCCOc1ccc(Cl)cc1Cl
→ .	22%	0%	4%	?	?	0.1%	1%	.	6%
> Cc1ccc(NC(=O)Cn2nc(C)c(S(=O)(=O)N(C)C)c2C)cc1C
→ 7%	-17%	6%	0%	-12%	0	0.3%	-18%	0%	-4%
> COc1ccc(COC(=O)c2n[nH]c3ccccc23)cc1F
→ .	15%	3%	24%	?	8	0.1%	14µM*	-4%	?
> COc1ccccc1CNC(=O)c1ccc(N(C)S(=O)(=O)c2ccc(C)cc2)cc1
→ .	12%	-8%	3%	9%	-8	0.1%	7%	2%	-10%
> O=C(Nc1nnc(C2=COCCO2)o1)c1ccc(S(=O)(=O)N2CCOCC2)cc1
→ 2%	7%	6%	-5%	0%	-2	-0.5%	16%	-20%	0%
> COC(C[C@@H](O)CC(=O)COCc1ccccc1)OC
→ 0%	15%	8%	-16%	0%	4	-0.5%	23%	.	5%
> CCOC(=O)C1CCN(CCC(=O)Nc2cccc(Cl)c2)CC1
→ -3%	-22%	2%	-6%	-9%	14	-0.6%	0%	-10%	1%
> O=C(CSc1ncc(-c2ccc(F)cc2)n1Cc1ccco1)Nc1ccc2c(c1)OCO2
→ -1%	-31%	1%	.	.	7	.	?	-4%	.
> CCOc1ccccc1Cn1c(=O)sc2ccccc21
→ -9%	6%	3%	20%	-1%	11	-0.8%	-18%	1%	0%
> COCCNC(=O)c1ccc(CS(=O)(=O)c2ccc(C)cc2)o1
→ 0%	-1%	-9%	.	7%	1	-0.1%	2%	-4%	-3%
> Cc1cccc(C(=O)NNC(=O)c2ccc(NC(=O)C(C)(C)C)cc2)c1
→ 3%	1%	2%	-2%	?	-2	-0.1%	28%	0%	.
> CCOc1ccc(C(=O)Nc2cccc(-c3ccc4nncn4n3)c2)cc1
→ -4%	?	12%	0%	10%	7	-0.9%	38%	-6%	0%
> Cc1ccc(CSc2nnc(SCC(=O)N/N=C/c3ccccc3OCC(=O)O)s2)cc1
→ -7%	18%	-13%	-2%	0%	-2	-0.3%	-61%	-4%	-3%
> Cn1nc(C(=O)Nc2ccc3c(c2)OCCO3)cc1C(=O)O
→ 8%	12%	-17%	-3%	?	-4	0.0%	1%	-3%	0%
> COc1cccc(C(=O)Nc2nnc(-c3cccs3)s2)c1
→ -1%	21%	22%	4%	?	2	-0.1%	41%	0%	?
> CCCCC1CCC(C(=O)N(CCOC)c2c(N)n(CC(C)C)c(=O)[nH]c2=O)CC1 (stereo not given)
→ -2%	9%	.	1%	5%	-2	-0.1%	11%	-1%	-4%
> CCC(=O)Nc1ccc2nc(C3CC3)n(Cc3ccccc3)c(=O)c2c1
→ -11%	-6%	2%	2%	?	4	-0.1%	4µM*	-1%	15%
> CCOC(=O)CNC(=S)N(CCCN1CCCC1)Cc1cccs1
→ 5%	-2%	4%	-4%	15%	1	-1.0%	-24%	2%	3%
> COc1ccc(S(=O)(=O)N2CCCC(C(=O)NCc3cccnc3)C2)cc1OC (stereo not given)
→ -2%	6%	.	32%	-8%	4	-3.2%	13%	-3%	-2%
> Nc1nc(COC(=O)C2CC(=O)N(CCc3ccccc3)C2)nc(Nc2ccccc2)n1 (stereo not given)
→ -2%	3%	.	1%	11%	-1	0.0%	-2%	-3%	4%
> COC(=O)C(Cc1cnc[nH]1)NC(=O)C1CCC(=O)N1 (stereo not given)
→ 1%	-5%[7.66 µM]	4%	0%	-1%	-2	0.0%	1%	-6%	5%
> O=C1C2C3C=CC(C3)C2C(=O)N1c1cccc2ccccc12 (stereo not given)
→ -3%	25%	-2%	10%	-3%	0	-0.4%	5%	-5%	-2%
> O=C(CCCc1c[nH]c2ccccc12)NCCc1c[nH]c2ccccc12
→ -5%	22%	9%	7%	-20%	?	0.3%	-77%	-7%	5%
> CC1CN(S(=O)(=O)N2CCOCC2)CCN1S(=O)(=O)N1CCOCC1 (stereo not given)
→ 0%	10%	11%	2%	-8%	1	0.1%	0%	-5%	0%
> COc1ccccc1NC(=O)CSc1nc(=O)n(CCN2CCOCC2)c2c1CCC2
→ 7%	-3%	.	13%	-1%	-2	0.1%	-2%	-6%	3%
> O=C(O)CSc1nnc(-c2ccco2)o1
→ 6%	0%	-3%	0%	10%	-1	0.4%	-13%	-3%	-1%
> CC(Oc1ccccc1)C(=O)Nc1nnc(S(=O)(=O)N(C)c2ccccc2)s1 (stereo not given)
→ 4%	-17%	3%	0%	9%	3	-0.3%	-28%	-6%	-6%
> CCCOC(=O)Nc1nc(-c2ccc(C)cc2)c(C)s1
→ -4%	1%	7%	-3%	12%	15	0.1%	74%	-3%	21%
> COc1ccc(OC)c(S(=O)(=O)N2CCN(c3ncccn3)CC2)c1
→ 2%	-25%	?	2%	?	-2	-1.1%	-27%	-1%	-7%
> COc1ccc(/C=C/c2nc(-c3ccccc3O)n(-c3ccccc3)n2)cc1
→ -5%[46.1 µM]	9%	4%	.	7%	-4	-0.6%	1%	-4%	-6%
> CC(C)(C)c1cccc(C2(O)C(=O)c3ccccc3C2=O)c1O
→ -1%	?	0%	13%	-22%	1	0.0%	-3%	-3%	3%
> Cc1cc(C(=O)OCC(=O)N2CC(=O)Nc3ccccc32)no1
→ -2%	-20%[7.66 µM]	3%	6%	-1%	-2	0.1%	3%	-5%	0%
> O=C(Nc1cccc(S(=O)(=O)Nc2ccccc2Cl)c1)c1ccc(N2CCCC2)c([N+](=O)[O-])c1
→ -4%[46.1 µM]	-21%	-2%	-4%	-23%	?	-0.7%	-17%	-2%	-3%
> Cc1cccc(N2C(=O)CC(SC(N)=Nc3ccccc3)C2=O)c1 (stereo not given)
→ 11%	-7%	-4%	1%	-9%	2	-0.5%	-23%	-4%	-1%
> CCCN(CCC)S(=O)(=O)c1ccc(C(=O)Nc2nnc(COC)o2)cc1
→ -6%	-39%	3%	-10%	18µM*	-8	0.3%	-43%	-13%	2%
> CN1CCN(c2ncc3c(n2)CC(c2ccccc2F)CC3=O)CC1 (stereo not given)
→ 2%	-21%	-6%	2%	-4%	2	-1.6%	-9%	-2%	-1%
> N#CC1=C(N)C(C#N)(C#N)C(c2cccnc2)C2CC(c3ccccc3)CC=C12 (stereo not given)
→ -2%	-25%	-1%	-4%	?	8	-0.9%	-14%	-16%	-29%
> Cc1ccc(-n2nc(C)c3c(C)c(CCC(=O)NC(C)c4ccccc4)c(C)nc32)cc1 (stereo not given)
→ -7%	-1%	7%	-1%	11%	?	0.0%	-2%&-8%	0%	-3%
> N#CCSc1nnc(COc2cccc3ccccc23)n1-c1ccccc1
→ -178%	-10%[7.66 µM]	2%	11%	21µM*	2	-0.7%	-47%	-2%	-6%
> CCCNC(=O)c1ccc(COc2cccc3ccccc23)o1
→ .	?	2%	16%	?	23	0.0%	-5%	-7%	-53%[inhibitor]
> COc1ccc2cc(CCNC(=O)c3cccs3)c(=O)[nH]c2c1
→ 5%	13%	6%	13%	?	-1	0.5%	2.8µM*	-5%	?
> O=S(=O)(c1cc(Br)c(Cl)s1)N1CCCC1
→ 2%	5%	18%	5%	-3%	17	-0.6%	-10%	-3%	0%
> CCN(CC(=O)NCc1cccs1)C(=O)/C=C/c1ccc(C)cc1
→ 3%	-3%	.	-12%	15%	14	0.1%	6%	0%	0%
> COc1cc(-c2nnc(SCC(=O)c3cc(C)n(CC4CCCO4)c3C)o2)cc(OC)c1OC (stereo not given)
→ .	1%	-8%	4%	?	.	0.0%	-21%	-8%	-29%
> CCCN1Cc2cccc(C(=O)NCCCOC(C)C)c2C1=O
→ -1%	5%	-2%	.	10%	0	-0.1%	22%	-1%	0%
> Cc1cccc([C@@H]2[C@@H]3C(=O)N(Cc4ccccc4)C(=O)[C@@H]3[C@]3(Cc4ccccc4)C(=O)N(c4ccccc4)C(=O)N23)c1
→ 5%	18%	.	-19%	0%	4	-0.7%	-7%	-9%	7%
> COc1ccc(C#Cc2c(-c3ccc(OC)cc3)oc3ccc(-c4ccc(OC)cc4)cc23)cc1
→ 12%	12%	.	.	.	.	.	3%	2%	.
> NC(=O)CCCn1c(C(=O)c2ccc(Cl)cc2)c2ccc([N+](=O)[O-])cc2[n+]1[O-]
→ -2%	-16%	.	17%	?	5	0.1%	-1%	-5%	?
> Oc1ccc(-c2csc(Nc3cccnc3)n2)cc1
→ .	15%[7.66 µM]	2%	-4%	-4%	-2	0.0%	45%	-7%	-14%
> COc1ccc(-c2oc3ccccc3c2C#CC(C)(C)O)cc1
→ -10%	-17%	.	12%	13µM*	29	0.1%	-15%	-1%	-7%
